Bioassay records: PubChem BioAssay, Broad Institute
SIRT5 inh: SIRT5 desuccinylase inhibitors, primary screen, biochemical, fluorescence imaging, single point, set 5; NAD-dependent protein deacylase sirtuin-5, mitochondrial (Homo sapiens), Q9NXA8; Purified SirT5, succinyl-peptide AMC, trypsin-coupled fluorescence; inhibition, % at 15 µM; 330,000 compounds, 1.1% hits; AID 652115, 2013; in the data active means inhibition above about 15%; inconclusive means no clear call, values can overlap the other calls
E-sel inducer: E-selectin induction in HUVECs, primary screen, imaging, HUVEC, immunofluorescence imaging, single point; P16581; normalized: neutral wells 0, TNF-alpha wells 100; activation, % at 7.58 µM; 260,000 compounds, 0.37% hits;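 active means mean E-selectin-positive cell signal at least 10% of the positive control, reached in at least 60% of replicates, without over 20% cell loss; inconclusive means no rule given, readout overlaps actives, possibly toxicity-flagged; inactive means the rest, including those meeting only one limit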;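 further: in these data hits start at about 27%; measured in HUVEC primary endothelial cells; signal is the percent of cells scored E-selectin positive by PE staining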
Target sequence (P16581 whole entry, looked up): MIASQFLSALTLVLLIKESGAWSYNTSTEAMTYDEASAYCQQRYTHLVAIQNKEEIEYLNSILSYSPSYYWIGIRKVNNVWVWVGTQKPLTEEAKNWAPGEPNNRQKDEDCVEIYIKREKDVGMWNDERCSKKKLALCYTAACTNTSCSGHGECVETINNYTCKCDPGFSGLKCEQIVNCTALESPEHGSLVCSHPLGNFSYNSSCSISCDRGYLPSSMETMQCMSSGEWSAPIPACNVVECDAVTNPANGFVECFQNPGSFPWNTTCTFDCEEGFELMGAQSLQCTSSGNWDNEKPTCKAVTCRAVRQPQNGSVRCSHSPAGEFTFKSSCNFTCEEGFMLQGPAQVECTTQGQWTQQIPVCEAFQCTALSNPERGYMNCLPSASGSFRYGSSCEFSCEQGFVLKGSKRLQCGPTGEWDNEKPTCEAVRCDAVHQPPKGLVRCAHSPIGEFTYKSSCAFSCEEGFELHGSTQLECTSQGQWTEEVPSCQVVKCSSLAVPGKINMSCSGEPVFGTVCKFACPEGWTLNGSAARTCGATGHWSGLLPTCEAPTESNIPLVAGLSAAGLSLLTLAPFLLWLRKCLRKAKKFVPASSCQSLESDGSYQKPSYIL
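Test system: HUVEC; input: 3,000 HUVEC/well; measured by: immunofluorescence imaging; read-out: % PE-positive cells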
DENV2 CPE: inhibitors of DENV2 cytopathic effect, primary screen, cell-based, plate reader, single concentration. DENV2-infected cells, cytopathic effect rescue. CPE inhibition, % at 9.99 µM. 350,000 compounds, 1.7% hits; in the data active means CPE inhibition above about 20%, passing the limit was not always enough; inconclusive means no clear call, values can overlap the other calls; tested in BHK-21 cells;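 further: 0% = median of neutral control wells and 100% = median of positive control wells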
C2C12 statin: suppressors of statin myotoxicity in C2C12 myotubes, primary screen, cell-based, single point, plate reader | 330,000 compounds, 0.78% hits | C2C12 myotubes + simvastatin, ATP luminescence, 48 h; scaled: DMSO 0, geranylgeraniol control 100 | AID 602340, 2012 | rescue of ATP level, % at 7.49 µM;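 active means mean ATP rescue above about 67%, or every replicate alone reaching that limit, limit read from the data, passing the limit was not always enough; inconclusive means no clear call, values can overlap the other calls; inactive means mean under the limit and some replicate under it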;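 further: myotubes were challenged with 10 µM simvastatin during compound exposure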
PglD inh: C. jejuni PglD acetyltransferase inhibitors, primary screen, biochemical, DTNB colorimetric, single point; inhibition, % at 12.5 µM; 360,000 compounds, 0.098% hits; purified PglD enzyme, DTNB colorimetric CoA detection; in the data active means inhibition above about 16%, passing the limit was not always enough; inconclusive means no clear call, values can overlap the other calls; further: strong numbers were not always called active
ERp5 block: inhibitors of ERp5-driven insulin aggregation, primary screen, biochemical, turbidity, absorbance 650 nm, single point; Protein disulfide-isomerase A6 (Homo sapiens), Q15084; 90 min; inhibition, % at 9.99 µM; 350,000 compounds, 0.05% hits; AID 651711, 2012;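 active means mean replicate inhibition above about 25%, with every replicate also reaching it, limit read from the data, passing the limit was not always enough; inconclusive means only one of those two criteria met; inactive means neither criterion met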
Target sequence (Q15084 whole entry, looked up): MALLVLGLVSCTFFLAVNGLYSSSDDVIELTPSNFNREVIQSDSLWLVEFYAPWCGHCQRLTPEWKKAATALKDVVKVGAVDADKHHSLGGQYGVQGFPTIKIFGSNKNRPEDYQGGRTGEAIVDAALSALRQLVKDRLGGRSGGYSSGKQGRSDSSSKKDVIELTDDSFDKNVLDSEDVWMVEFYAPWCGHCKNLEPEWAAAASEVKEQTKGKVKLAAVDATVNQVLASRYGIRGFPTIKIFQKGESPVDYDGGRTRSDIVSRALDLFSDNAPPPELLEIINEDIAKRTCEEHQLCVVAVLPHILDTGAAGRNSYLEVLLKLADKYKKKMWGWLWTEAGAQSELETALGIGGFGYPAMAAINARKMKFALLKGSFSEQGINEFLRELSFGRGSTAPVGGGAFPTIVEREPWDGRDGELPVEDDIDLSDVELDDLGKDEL
S100A4 inh HTS: inhibitors of S100A4-myosin IIA peptide binding, primary screen, biochemical, fluorescence polarization, TAMRA-MyoIIA peptide; inhibition, % at 10.7 µM; 360,000 compounds, 0.14% hits;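 active means mean inhibition of at least 70% across replicates, with every replicate also reaching that level; inconclusive means mean inhibition reaches 70% but some replicates fall short; inactive means mean inhibition below 70%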
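Compound dosing: one dose per compound; test system: human S100A4 monomer with TAMRA-labelled myosin IIA peptide; probe or stimulus: TAMRA-labelled myosin IIA heavy-chain peptide probe, 5 nM; medium: HEPES buffer with Ca2+, pH 7.2; schedule: 5 min incubation before reading; benchmarks: neutral control DMSO, positive control TFP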
* = called active by the depositor; ? = inconclusive; . = no result given; & = joins results of further samples. Some of the compounds tested. The share of hits here may be higher or lower than overall.

The first 2 entries, to show the layout:
SMILES	SIRT5 inh	E-sel inducer	DENV2 CPE	C2C12 statin	PglD inh	ERp5 block	S100A4 inh HTS
CO[C@H]1CN(C)C(=O)c2cc(NS(C)(=O)=O)ccc2OC[C@H](C)N(C(=O)NC(C)C)C[C@H]1C	.	-0.3	.	6	4	.	.
COc1ccc2[nH]cc(CCNC(=O)Cn3cc(C)c(=O)[nH]c3=O)c2c1	.	0.2	6	-8	-6	0	1

This part in full (from the top)
SMILES	SIRT5 inh	E-sel inducer	DENV2 CPE	C2C12 statin	PglD inh	ERp5 block	S100A4 inh HTS
CO[C@H]1CN(C)C(=O)c2cc(NS(C)(=O)=O)ccc2OC[C@H](C)N(C(=O)NC(C)C)C[C@H]1C	.	-0.3	.	6	4	.	.
COc1ccc2[nH]cc(CCNC(=O)Cn3cc(C)c(=O)[nH]c3=O)c2c1	.	0.2	6	-8	-6	0	1
CC(C)(C)NC(=O)N1CCC(CO)(Cc2ccccc2Cl)CC1	-1	0.0	11	4	4	5	-1
O=C(O)CCNc1nc(-c2ccccc2)c2cc(Br)ccc2n1	3	0.0	1	.	.	0	3
COc1cc(CN2CC3(CCN(C(=O)c4cccnc4)CC3)c3c([nH]c4cc(OC)ccc34)[C@@H]2CO)cc(OC)c1	5	-0.1	?	.	.	2	7
COc1ccc(NC(=O)CNC(=O)Cc2cccc3ccccc23)cc1	-2	0.7	-3	9	-5	-3	-39
C[C@@H]1CCCCO[C@@H](CN(C)C(=O)Nc2ccc(C(F)(F)F)cc2)[C@H](C)CN([C@H](C)CO)C(=O)c2cc(NS(=O)(=O)c3ccc(F)cc3)ccc2O1	0	.	69*	.	-1	-2	-1
C[C@@H]1CCCCO[C@@H](CN(C)C(=O)CCC(F)(F)F)[C@H](C)CN([C@@H](C)CO)C(=O)c2cc(NS(=O)(=O)c3ccc(Cl)cc3)ccc2O1	13	-0.1	-8	.	-1	64*	7
C[C@@H]1CN([C@H](C)CO)C(=O)c2cccc(NS(=O)(=O)c3cn(C)cn3)c2O[C@@H]1CN(C)S(C)(=O)=O	-10	2.5	-5	24	4	-7	10
CCN(CC)C(=O)Cn1cnc2sc(C(=O)NCCCN3CCOCC3)c(C)c2c1=O	-2	.	-4	-10	5	-2	4
COc1ccc(CN2CCN(C(=O)Cn3ncn4cccc4c3=O)CC2)c(OC)c1OC	.	.	-4	3	10	5	?
O=C(Nc1ccccc1)Nc1ccc2c(c1)CCC2	1	.	-2	-12	6	10	-1
O=C(NNC(=O)C1CCC1)c1ccccc1F	4	0.0	4	1	1	1	0
CC1c2nc3ccccc3n2C(CC(=O)NCCCN2CCOCC2)C(=O)N1Cc1ccccc1 (centres undefined)	112*	0.0	-1	-4	3	3	0
C[C@H](CO)N1C[C@H](C)[C@@H](CN(C)CC2CCCC2)Oc2cc(Br)ccc2S1(=O)=O	16*	0.1	15	-73	7	1	14
CCN(C(=O)CSc1nnnn1-c1ccc(Cl)cc1)C1CCS(=O)(=O)C1 (centres undefined)	-6	0.0	17	-16	-2	1	1
CN1C(=O)c2cc(NC(=O)C3CC3)ccc2OC[C@H]2O[C@@H](CC(=O)Nc3ccccc3F)CC[C@@H]21	-2	0.4	0	.	.	.	2
CCOC(=O)C1(Cc2cccc(OC)c2)CCN(Cc2ccc(OC)c(OC)c2)CC1	-8	4.1	-5	-17	1	2	0
Cc1c(Cl)cccc1NC(=S)N(CCN(C)C)C(C)c1ccccn1 (centres undefined)	-3	-0.2	.	-7	0	-2	1
C[C@@H]1CN([C@H](C)CO)C(=O)c2cccc(NC(=O)Nc3ccc(C(F)(F)F)cc3)c2O[C@@H]1CN(C)C(=O)Nc1ccc(C(F)(F)F)cc1	2	2.9	50*	-32	3	15	-9
Cn1c(NC(=O)c2ccco2)cc(=O)n(C)c1=O	1	.	0	-13	-1	3	-1
CC(c1ccc(F)cc1)n1c(-c2cccs2)n[nH]c1=S (centres undefined)	-6	-0.2	0	.	.	-4	-4
C[C@@H]1CCCCO[C@H](CN(C)Cc2ccc(C(F)(F)F)cc2)[C@@H](C)CN([C@@H](C)CO)C(=O)c2cc(NC(=O)c3ccccc3)ccc2O1	-1	-0.1	9	.	4	-1	2
CN(CC(=O)Nc1ccccc1Br)CC(=O)Nc1ccccc1-c1ccccc1	-6	-0.4	-5	5	3	-1	-1
CN(CCc1ccccc1)C(=O)c1ccc(NC(=O)Cc2ccc(NC(=O)C3CCN(C(=O)C4CCCC4)CC3)cc2)cc1	1	0.0	0	-31	0	-8	3
SMILES	SIRT5 inh	E-sel inducer	DENV2 CPE	C2C12 statin	PglD inh	ERp5 block	S100A4 inh HTS
COc1cc2ccccc2cc1C(=O)Nc1ccc(NC(=O)c2cccs2)cc1	-1	1.1	-10	-48	-3	-2	-2
COc1ccc(NC(=O)N(C)C[C@@H]2Oc3ncc(C#CCN(C)C)cc3C(=O)N([C@H](C)CO)C[C@@H]2C)cc1	0&-7	-0.2	?	5&2	1&2	3	0&-22
CCOc1cc(C(=O)Nc2ccc(S(=O)(=O)N3CCOCC3)cc2)cc(OCC)c1OCC	4	.	.	9	1	-1	-1
CCOC(=O)c1cc(-c2ccc(F)cc2)n(CCC(=O)NC2CCN(Cc3ccccc3)CC2)c1C	-6	.	15	-27	-3	-5	-3
COc1ccc(C(NC=O)c2cc(OC)c(OC)cc2Br)cc1OC (centres undefined)	-1	.	-10	.	4	0	-5
CN(C)Cc1cn(CC[C@@H]2CC[C@@H](NC(=O)Nc3ccc4c(c3)OCO4)[C@H](CO)O2)nn1	.	0.2	7	-6	-1	.	.
O=C(C[C@H]1CC[C@@H]2[C@H](COC[C@@H](O)CN2Cc2ccc(Cl)cc2)O1)NCc1cccc(F)c1	.	0.0	0	-1	-1	.	.
O=C(NCC1CCCO1)c1ccc(S(=O)(=O)Nc2ccccc2F)cc1 (centres undefined)	-4	1.8	101*	.	.	1	4
COc1ccccc1CNC(=O)[C@H](C)NC(=O)[C@@H]1Cc2ccccc2CN1	1	-0.9	-7	2	1	18	1
FC(F)(F)c1cc(Cl)c2nc(-c3ccc(Cl)cc3)c(Cc3ccccc3)n2c1	-1	0.0	-7	13	1	0	-2
C[C@@H]1O[C@H](C2CC2)Cc2[nH]c(=S)[nH]c(=O)c21	-12	1.0	5	.	.	6	1
Cc1ccc(C)c(OCCC(=O)OCC(=O)Nc2cc(S(=O)(=O)N3CCOCC3)ccc2C)c1	-3	.	8	-8	-2	-6	1
CC1CCN(S(=O)(=O)c2cccc3cccnc23)CC1	-3	0.1	-2	17	-3	1	-2
COc1ccccc1S(=O)(=O)Nc1ccc2c(c1)C(=O)N(C)C[C@H](OC)[C@H](C)CN[C@H](C)CO2	2	0.4	3	2	-1	-1	-1
CN(C)C(=O)c1cc2c(c(-c3cccc(-c4ccccc4)c3)n1)[C@@H](CCO)N([S@](=O)C(C)(C)C)C2	-2	0.1	4	.	.	12	-31
O=C(CSCc1cc(=O)n2ccsc2n1)Nc1ccc(F)cc1	-10	.	-5	4	2	3	4
O=C(Nc1ccc(C(O)c2ccccc2)cc1)[C@@H]1O[C@H](CO)[C@@H](O)[C@H]1O (some centres undefined)	-2	.	1	-4	-2	-1	6
Cc1noc(C)c1S(=O)(=O)N(C)C[C@@H]1OCCCC[C@H](C)Oc2ccc(NS(=O)(=O)c3cccs3)cc2C(=O)N([C@@H](C)CO)C[C@H]1C	-1	0.4	-14	.	5	-4	-3
Cc1ccc(C(=O)OC(C)C(=O)Nc2ccc(Cl)cn2)s1 (centres undefined)	-2	2.6	-5	-3	-4	2	-3
C[C@@H]1CN([C@@H](C)CO)C(=O)c2cc(NC(=O)Nc3ccc(C(F)(F)F)cc3)ccc2O[C@@H](C)CCCCO[C@H]1CN(C)S(=O)(=O)c1cccs1	7	0.3	2	-12	-1	6	-9
CCOc1ccc(NS(=O)(=O)c2ccc(NC(=O)c3ccccc3C(=O)O)cc2)cc1	-4	.	-1	.	.	3	-5
Cc1nc(-c2ccc(F)cc2)c(CC(=O)NCC(=O)Nc2ccc(F)c(F)c2)s1	-6	-0.5	1	0	6	-4	-5
CC1CCCN(C(=O)CCNC(=O)c2ccccc2Cl)C1 (centres undefined)	-2	.	0	8	4	1	-3
COCc1cc(C)nc(SCc2ccccc2Cl)c1C#N	2	1.2	-2	9	.	-5	0
Cc1ccccc1/C=C\c1nc2ccccc2c(=O)[nH]1	-3	.	0	.	.	-5	4
SMILES	SIRT5 inh	E-sel inducer	DENV2 CPE	C2C12 statin	PglD inh	ERp5 block	S100A4 inh HTS
Cc1cc(C)n(-c2nc3ccccc3s2)n1	-3	0.3	-2	.	.	5	-7
C[C@@H]1CN([C@H](C)CO)C(=O)c2cc(-c3ccc(C#N)cc3)cnc2O[C@H]1CN(C)C(=O)Nc1ccc(F)cc1	-13	0.4	-7	-21	-2	3	-21
COc1ccc2c3c(n(C)c2c1)[C@H](CO)N(C(C)=O)CC31CN(Cc2nccs2)C1	.	-0.3	-7	.	.	1	7
CCOc1ccccc1C(=O)Nc1ccc(NC(=O)c2ccccc2)cc1	-4	0.4	2	-33	-1	4	-1
COc1ccc(CCNC(=O)C2CCN(S(=O)(=O)N3CCC4(CC3)OCCO4)CC2)cc1OC	.	0.5	.	15	7	.	.
COC(=O)C1[C@H]2SC(C)(C)C(C(=O)OC)N2C(=O)N1Cc1nc2ccccc2s1 (some centres undefined)	.	0.1	38*	3	-2	0	-9
Cc1[nH]oc(=O)c1N=Nc1ccc2[nH]c(=O)[nH]c2c1	-1	-0.1	3	.	-2	2	-1
COc1cccc2cc(C(=O)NCCC3=CCCCC3)c(=O)oc12	-2	.	1	-2	-6	3	3
COc1ccc(NC(=O)CSc2ccc(-c3ccccn3)nn2)cc1OC	-7	.	-7	-23	3	-2	-4
C/C(=N\NC(=O)Cc1cc(=O)[nH][nH]1)c1cccc([N+](=O)[O-])c1	-1	.	.	.	.	0	-1
O=C(NCCN1CCCOC1=O)C(=O)NCCN1CCCOC1=O	-5	-0.1	1	-4	-2	-3	-3
C[C@H](CO)N1C[C@H](C)[C@H](CN(C)C(=O)Nc2ccc(F)cc2)Oc2ccc(NC(=O)Nc3cccc4ccccc34)cc2CC1=O	9	-3.1	-3	16	-1	-5	-8
COc1ccc(NC(=O)Cc2cccc(F)c2)cc1S(=O)(=O)Nc1ccccc1Cl	-3	-0.2	17	-11	6	0	-2
S=C1NC(C23CC4CC(CC(C4)C2)C3)=CC(c2ccc3c(c2)OCO3)N1 (centres undefined)	1	4.1	-5	.	.	4	-18
CC1(C)OC(=O)C(=Cc2ccc(-c3ccc(S(N)(=O)=O)cc3)o2)C(=O)O1	3	.	0	2	-1	-3	1
O=C(C[C@@H]1CC[C@H]2[C@@H](COC[C@@H](O)CN2Cc2nccs2)O1)NCc1ccccc1Cl	.	-0.2	0	-2	4	.	.
COc1cc(NC(=O)c2cc([N+](=O)[O-])ccc2NC(=O)CNC2CCCCC2)cc(OC)c1	-3	.	0	-8	1	-4	0
Cc1cc(C)n2nc(S(=O)(=O)NCCc3ccccc3)nc2n1	.	.	-7	4	-2	5	-10
O=C(Nc1nnc(SCc2ccc(F)cc2)s1)c1ccccn1	6	.	-10	.	.	-1	-1
C[C@H]1CN([C@@H](C)CO)C(=O)c2cc(-c3cccc(C#N)c3)cnc2O[C@@H]1CN(C)Cc1cccnc1	0	0.9	4	-13	1	-1	128*
C[C@H](CO)N1C[C@H](C)[C@@H](CN(C)S(=O)(=O)c2cccs2)Oc2c(NC(=O)C3CCOCC3)cccc2C1=O	2	0.0	-11	-8	2	-2	10
